MPTP block: mitochondrial permeability transition pore inhibitors, primary screen, biochemical, isolated mouse mitochondria, absorbance. Ca2+ swelling absorbance, 30 min. inhibition, % at 10 µM. hit rate 1.4% among 360,000. AID 602449, 2012;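 active means inhibition of 50% or more, scaled per plate between neutral and stimulator controls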;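 further: 0% = DMSO wells given calcium and 100% = 1 mM EGTA wells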
* marks the source's active call; other numbers are inactive results. Only part of the results is shown; the hit share may differ from the screen's.

SMILES | MPTP block
CCc1nc2ccc(C(=O)NCCCN3CCCC3=O)cn2c1N(C)CCC(C)C | -0.3
CC(C)c1ccc(CNc2nc(NCC3CC3)nc3ccsc23)cc1 | 80*
COC(=O)c1ccc(Cn2c(C)c(C(=O)NCc3ccc([N+](=O)[O-])cc3)sc2=O)o1 | 0.7
O=C(Cn1sc2ccccc2c1=O)Nc1ccc(F)cc1 | 12
C[C@H]1CN([C@@H](C)CO)S(=O)(=O)c2ccc(Br)cc2O[C@@H]1CN(C)C(=O)CCN1CCCCC1 | 0.5
CC(=O)Nc1cccc(C(=O)Nc2cc(C(F)(F)F)ccc2-n2cncn2)c1 | -1.4
O=C(NCc1ccccc1Cl)c1csc([C@@H]2O[C@H](CO)[C@H](O)[C@H](O)[C@H]2O)n1 | -0.4
CO[C@@H]1CN(C)C(=O)c2cc(NC(=O)Nc3cc(F)ccc3F)ccc2OC[C@H](C)N(C(=O)c2ccccn2)C[C@@H]1C | 6.8
c1cc(N2CCOCC2)ccc1-c1ccc2nncn2c1 | 0.5
COc1ccccc1N1CCN(Cc2cc(=O)oc3cc(C)cc(C)c23)CC1 | -1.8
C[C@@H]1Cn2cnc(C(=O)N[C@@H](Cc3c[nH]c4ccccc34)C(=O)OC(C)(C)C)c2C(=O)N1 | -1.7
Cc1nc2sccn2c(=O)c1S(=O)(=O)Nc1ccc(N2CCOCC2)cc1 | -1.6
CCCCn1nnnc1C(c1ccccc1)N1CCc2ccccc2C1 (stereo unspecified) | -1.3
Cc1nc2c(OCCC3CCCCC3)cccn2c1N(C)C(=O)CCC1CCCC1 | -0.8
COc1ccc(S(=O)(=O)N(C)C)cc1NC(=O)c1ccc(OCC2CCCO2)cc1 (stereo unspecified) | 0.0
CCOC(=O)C1(C)CCN1C(=O)c1ccccc1OC (stereo unspecified) | -0.9
COc1ccc(-c2nc3c4ccccc4ccn3c2Cc2cccc(F)c2)cc1OC | 0.0
O=C1NC[C@H](CCCCN2C[C@H](Cc3ccc(O)cc3)N(CCC3CCCCC3)C(=O)C2=O)N(CCc2ccc(O)cc2)C1=O | -0.5
C[C@H]1CN([C@@H](C)CO)C(=O)CCCn2cc(nn2)CO[C@@H]1CN(C)S(=O)(=O)c1ccc(C#N)cc1 | -1.4
COCCNC(=O)c1cc(S(=O)(=O)N(C)C2CCCCC2)ccc1Cl | -1.4
O=C(NCc1ccccn1)c1ccccc1OCc1ccccc1Cl | -0.7
COc1ccc(-c2cc(NC=O)c3ncc(-c4ccc(C(C)=O)cc4)n3c2)cn1 | 0.1
CCCCN(C=O)c1c(CC)nc2ccc(C(=O)N(C)Cc3ccccc3)cn12 | 0.2
CCCCN(C=O)c1c(CC)nc2ccc(C(=O)NCc3ccccc3OC)cn12 | -1.1
NC(Cc1ccc(C(F)(F)F)cc1)c1csc(NC(=O)Nc2ccccc2Cl)n1 (stereo unspecified) | 1.4
O=C(Nc1nnc([C@H]2C[C@H](O)[C@@H](CO)O2)s1)Nc1cccc2c1CCCC2 | 0.6
CCCCCc1c(-c2ccccc2F)ncn1CCc1ccccc1OC | 4.2
Cc1ccc(C(=O)CCC(=O)OCC(=O)Nc2cc(S(=O)(=O)N(C)C)ccc2C)cc1 | -0.8
COC(=O)[C@@]12C[C@@H](CC(=O)N3CCN(C(=O)c4ccco4)CC3)C(=O)N(Cc3cccc4ccccc34)C1=CCC(C)(C)C2 | -1.5
O=c1cc(CN(Cc2ccccc2)Cc2ccccc2)c2c(ccc3ccccc32)o1 | 1.5
CCOC(=O)c1cnc2cc(-c3ccc(C)cc3)nn2c1C | -2.4
Cn1cccc1CN1CCC[C@]2(N[C@H](c3ccc(C(F)(F)F)cc3)[C@@H]3C(=O)N(Cc4ccccc4)C(=O)[C@@H]32)C1=O | -2.0
Cc1ccc(NC(=O)CCCN2C(=O)C(c3ccccc3)Oc3cccnc32)c(C)c1 (stereo unspecified) | -0.1
COCCNC(=O)C1CCCN(C(=O)c2cncc(Br)c2)CC1 (stereo unspecified) | 1.0
CC(=O)c1ccccc1C(=O)N1CCC(CCC(=O)NCc2ccc(F)cc2)CC1 | 1.0
COc1cc(C=NNc2ccccc2)ccc1OC(=O)c1ccccc1 | -1.0
Cn1c(-c2ccccc2)c(Sc2ccccc2)c2cc(-c3ccc4[nH]ccc4c3)ccc21 | 2.0
O=C(NCc1ccccc1)c1cc(C2COCCN2C(=O)c2cccs2)on1 (stereo unspecified) | -0.2
CCC1OC(C)Cc2[nH][nH]c(=O)c21 (stereo unspecified) | 2.4
CC(C)c1cc(C(=O)OCC(=O)NC2CC2)c(O)c(C(C)C)c1 | 0.4
C=C1C(=O)[C@]23C[C@H]1CCC2[C@@]1(C)C(C[C@@H]3O)[C@](C)(C(=O)OC)CC[C@@H]1OC(C)=O (stereo partly specified) | -3.2
CCN(CC)CCN=c1c(C)nc(C#N)c(N)n1O | -0.4
COCC(=O)N1CCC(c2nc3ccccc3[nH]2)CC1 | 0.2
Cc1ccc(Cl)c(NC(=O)CN2C(=O)C(C)N(c3ccc(F)cc3)C2=O)c1Cl (stereo unspecified) | 0.4
COc1ccc(C=C(C(=O)c2ccccc2)c2ccccc2)cc1 | 0.9

An excerpt from above in order of their number in MPTP block, smallest number first.
SMILES | MPTP block
O=C(NCc1ccccc1)c1cc(C2COCCN2C(=O)c2cccs2)on1 (stereo unspecified) | -0.2
COCCNC(=O)C1CCCN(C(=O)c2cncc(Br)c2)CC1 (stereo unspecified) | 1.0
CCC1OC(C)Cc2[nH][nH]c(=O)c21 (stereo unspecified) | 2.4

Next part.
SMILES | MPTP block
CSCCC(C)N1CCC(Oc2ccc(C(=O)NCc3ccccn3)cc2)CC1 (stereo unspecified) | 0.5
O=C(c1ccccn1)N(Cc1ccco1)C1(C(=O)Nc2ccc(Br)cc2)CCCCC1 | -1.9
C[C@H]1CN([C@@H](C)CO)S(=O)(=O)c2ccc(Br)cc2O[C@H]1CN(C)Cc1ccccc1 | -2.6
O=C(NCc1cccs1)C1Cc2c(-c3ccccc3Oc3ccccc3)ccnc2O1 (stereo unspecified) | 0.2
COc1ccc(-c2cc(C(=O)Nc3cc(OC)c(OC)c(OC)c3)[nH]n2)c(C)c1 | 0.4
CC(C)N1CCC(C)(C(=O)Nc2cccc3c2CCCC3)C1 (stereo unspecified) | 1.1
COc1ccccc1-c1ccc2c(c1)C(C)(Cc1ccccc1C#N)C(=O)N2 (stereo unspecified) | -0.2
COc1ccc(CNC(=O)C2(C)Cc3c(-c4cccc(C(N)=O)c4)ccnc3O2)cc1OC (stereo unspecified) | -0.2
CCN(CC)C(=O)C1=C(C)N(Cc2ccc(C(C)(C)C)cc2)C(=O)C(CC(=O)NCCN2CCOCC2)C1 (stereo unspecified) | -0.1
C[C@@H]1CN([C@H](C)CO)C(=O)CCCn2nncc2CO[C@@H]1CN(C)S(=O)(=O)c1cn(C)cn1 | -1.6
CC(=O)Nc1cnc(-c2cc(C)c(O)c(C)c2)cn1 | 1.0
CC1=C(C(=O)N(C(C)C)C(C)C)CC(CC(=O)NCc2cccs2)C(=O)N1CCC1=CCCCC1 (stereo unspecified) | -2.8
COc1cccc(CSC(C(=O)O)c2ccccc2)c1 (stereo unspecified) | -0.9
CC(=O)Oc1[nH]c(=O)c2cccc3c2c1CCC3 | 1.0
C[C@@H]1CC2=C(C(=O)OC(C)(C)O2)[C@H](c2ccc(Cl)cc2)O1 | 0.7
NC(CCc1ccccc1)c1csc(NC(=O)Nc2ccccc2Oc2ccccc2)n1 (stereo unspecified) | 6.0
Nc1ccn(C2OC(CO)C(O)C2F)c(=O)n1 (stereo unspecified) | -1.3
Clc1ccccc1CNCc1ccc2c(c1)OCO2 | -0.1
COc1ccccc1-c1cnc(C(O)c2cc(Cl)cc(Cl)c2)[nH]1 (stereo unspecified) | 4.9
O=C(CC[C@H]1O[C@@H](n2cnc3c(NC(=O)c4ccccc4)ncnc32)[C@H](O)[C@@H]1O)NCC1CCN(Cc2ccccc2)CC1 | -1.3
CCCS(=O)(=O)NC(=O)C1(C)CCN(C(=O)c2c(F)cccc2F)C1 (stereo unspecified) | 1.1
COc1ccc(C(=O)Nc2cc(S(=O)(=O)N3CCCCC3)ccc2C)cc1 | 1.2
COc1cc(C=C(OC(C)=O)c2ccc3c(c2)OCO3)cc(OC)c1OC | -2.2
COc1ccc(C(c2nnnn2Cc2ccccc2)N2CCN(C/C=C/c3ccccc3)CC2)cc1 (stereo unspecified) | 2.2
CNC(=O)C[C@@H]1C(=O)N(C2CCCCC2)CC1(C)C | -3.8
COc1cccc(Nc2nc(C(N)Cc3ccc(F)cc3)cs2)n1 (stereo unspecified) | 6.6
CCN1C(=O)[C@H]2[C@@H](c3ccc(OC)cc3)N[C@]3(CCCN(Cc4ccc(Cl)cc4)C3=O)[C@H]2C1=O | 1.0
Cc1cc2nc(CN(C)C(=O)C3CCC(=O)N(C4CCCC4)C3)[nH]c2cc1C (stereo unspecified) | -0.9
CC1=C(C(=O)N2CCOCC2)CC(CC(=O)NCC2CCCCC2)C(=O)N1Cc1ccc(F)cc1 (stereo unspecified) | 3.9
CC(C)C1Cc2[nH][nH]c(=O)c2C(c2ccc(Cl)cc2)O1 (stereo unspecified) | 0.3

Random excerpt: seven entries already listed.
SMILES | MPTP block
CC1=C(C(=O)N2CCOCC2)CC(CC(=O)NCC2CCCCC2)C(=O)N1Cc1ccc(F)cc1 (stereo unspecified) | 3.9
COc1ccc(C(=O)Nc2cc(S(=O)(=O)N3CCCCC3)ccc2C)cc1 | 1.2
CCCS(=O)(=O)NC(=O)C1(C)CCN(C(=O)c2c(F)cccc2F)C1 (stereo unspecified) | 1.1
COc1ccc(C(c2nnnn2Cc2ccccc2)N2CCN(C/C=C/c3ccccc3)CC2)cc1 (stereo unspecified) | 2.2
Clc1ccccc1CNCc1ccc2c(c1)OCO2 | -0.1
COc1cc(C=C(OC(C)=O)c2ccc3c(c2)OCO3)cc(OC)c1OC | -2.2
O=C(CC[C@H]1O[C@@H](n2cnc3c(NC(=O)c4ccccc4)ncnc32)[C@H](O)[C@@H]1O)NCC1CCN(Cc2ccccc2)CC1 | -1.3

(listing goes on)
SMILES | MPTP block
OC(c1cccc(Cl)c1)c1nc(/C=C/c2ccccc2)cs1 (stereo unspecified) | 1.9
CCCNC(=O)C1(C)CCCN(C(=O)c2ccc3ccccc3c2)C1 (stereo unspecified) | 0.0
CCCNC(=O)C1(C)CCN(C(=O)C(c2ccccc2)c2ccccc2)C1 (stereo unspecified) | 0.0
O=C(Nc1cccc(Cl)c1)c1csc(COCCO)n1 | 0.7
COCCNC(=O)C1CCCN(Cc2ccc(-c3ccccc3)cc2)CC1 (stereo unspecified) | 1.1
COc1ccccc1N1CCN(C(=O)c2ccc3noc(-c4ccccc4)c3c2)CC1 | -1.3
COc1ccc(-c2nc3ccc(Cl)cn3c2Cc2ccccc2C(F)(F)F)cc1OC | 1.4
O=C(Nc1nnc([C@@H]2C[C@H](O)[C@@H](CO)O2)s1)Nc1ccccc1C(F)(F)F | -0.5
CC(=O)Nc1ccc(CN(C)c2c(C)nc3ccc(C(=O)Nc4ccc(Cl)c(Cl)c4)cn23)cc1 | 2.8
O=C(OC1CC2CC1[C@H]1CCCCN1C2=O)N1CCC(c2ccccc2)CC1 (stereo partly specified) | 0.1
COc1cccc(OC)c1C(=O)NCCNc1nc2cc(C)cc(C)c2cc1C#N | 0.5
CO[C@H]1CN(C)C(=O)c2ccc(NS(=O)(=O)c3ccccc3F)cc2OC[C@H](C)NC[C@@H]1C | -1.1
CCc1ccc(CN(C)C(=O)c2cc(COc3cncc(Cl)c3)on2)cc1 | 0.9
C[C@@H]1CN([C@H](C)CO)C(=O)CCCn2nncc2CO[C@@H]1CN(C)S(=O)(=O)c1ccc2ccccc2c1 | 0.5
Cc1ccccc1C(=O)N(C)[C@H]1C[C@H]2c3[nH]c4ccccc4c3CCN2C(=O)[C@H]1[C@H](C)O | -1.8
CCCCOc1ccc(S(=O)(=O)NC(=O)C2(C)CCN2C(=O)c2cccc(F)c2)cc1 (stereo unspecified) | 1.6
COCCNC(=O)C1(C)CCCN(Cc2ccc(Cl)c(Cl)c2)C1 (stereo unspecified) | -0.7
COCCCN1C(=O)C(CC(=O)NC2CC2)CC(C(=O)N2CCOCC2)=C1C (stereo unspecified) | -0.7
CCCCn1nnnc1C(c1cc2ccccc2o1)N1CCN(CCN(C)C)CC1 (stereo unspecified) | 1.1
CN(C)C(=O)c1cccc(-c2cccc(-c3nc(C(=O)NCc4ccccc4)cc4c3[C@H](CCO)N(S(=O)C(C)(C)C)C4)c2)c1 (stereo partly specified) | -0.6
O=C(NCc1ccccc1)[C@@H]1CCCN1C(=O)[C@@H]1CCCN1C(=O)c1cccs1 | 0.3
CCCCn1c(NCc2cc(C)ccc2O)nc2ccccc21 | 11
Cc1cc(C)c(C(=O)c2ccccc2C(=O)O)c(C)c1 | -1.5
CSCCC(C(=O)Nc1c(C)cccc1C)n1c(-c2cc(C)cs2)nc2ccccc21 (stereo unspecified) | 0.2
O=C(NC(c1ccc(Cl)cc1)c1ccccn1)C1CCN(CCOc2ccc(Cl)cc2Cl)CC1 (stereo unspecified) | 0.9
CSc1ncccc1C(=O)OCC(=O)c1ccc(Cl)s1 | -0.7
COc1cccc(-c2cnc3c(NC(C)=O)cc(-c4ccccc4OC)cn23)c1 | -1.2
Cc1cc2c(cc1C)-n1nnnc1C(N(Cc1ccccc1)Cc1ccccc1)C(=O)N2 (stereo unspecified) | -1.7
COc1cc(/C=C2/SC(=S)N(CC(=O)NNC(=O)c3ccc(F)cc3)C2=O)cc(OC)c1OC | 0.5
COc1ccccc1CN1CC(C(=O)N(C)CCc2ccccn2)CCC1=O (stereo unspecified) | -0.4

Quoted from the listing:
Value for CCCCOc1ccc(S(=O)(=O)NC(=O)C2(C)CCN2C(=O)c2cccc(F)c2)cc1 (stereo unspecified) under MPTP block: 1.6
Value for CSc1ncccc1C(=O)OCC(=O)c1ccc(Cl)s1 under MPTP block: -0.7

New compounds follow
SMILES | MPTP block
COc1ccc(/C=N/NC(=O)c2nnn(-c3nonc3N)c2C)cc1OC | -0.6
CCc1ccc([C@@H]2C[C@H]3[C@@H](CN2S(=O)(=O)c2ccc(C)cc2)C(=O)C[C@@H](c2ccccc2)N3S(=O)(=O)c2ccc(C)cc2)cc1 | -0.2
CCCNC(=O)c1cc(C2CCCCN2C(=O)c2ccccc2)on1 (stereo unspecified) | -0.6
Cc1cccc(S(=O)(=O)N(C)C[C@@H]2OCc3cnnn3CCCC(=O)N([C@H](C)CO)C[C@H]2C)c1 | 1.9

Assay outcomes as filed in PubChem BioAssay.
